Source: PubChem
DNMT1 inh: human DNMT1 methyltransferase inhibitors, primary screen, biochemical, molecular beacon, fluorescence, HinP1I cleavage, uHTS; AID 588458, 2011; inhibition (reported as % activation of signal), % at 10 µM; DNA (cytosine-5)-methyltransferase 1 (Homo sapiens), P26358; hit rate 0.83% among 360,000; in the data active = inhibition above about 50%
LMPTP block: LMPTP phosphatase inhibitors, primary screen, biochemical, fluorescence intensity, uHTS | Low molecular weight phosphotyrosine protein phosphatase (Homo sapiens), P24666 | recombinant LMPTP-A, OMFP fluorogenic substrate | inhibition, % at 20 µM | hit rate 0.22% among 360,000;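 active = compounds that cut the enzyme signal by at least half of the control window in the single-dose screen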;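 also: plate controls were DMSO wells with enzyme plus substrate for no effect and substrate without enzyme for full effect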
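Assay system: LMPTP-A enzyme. Input: 0.625 nM LMPTP-A final. Probe or stimulus: 400 µM OMFP. Compound dosing: single 20 µM dose. Schedule: 50 min dark incubation at room temperature. Detection: fluorescence intensity of OMFP turnover product. Read-out: percent inhibition versus substrate-only and uninhibited controls. Benchmarks: no-enzyme low control, uninhibited high control.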
Rpn11 inh: Rpn11 (PSMD14) deubiquitinase inhibitors, primary screen, biochemical, fluorescence polarization, uHTS; calls only at 20 µM; AID 588493, 2011; human 26S proteasome, Ub4-pepOG fluorescence polarization; 20S core pre-blocked with epoxomicin; hit rate 0.59% among 360,000; 26S proteasome non-ATPase regulatory subunit 14 (Homo sapiens), O00487;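 active = inhibition at 20 µM, scaled to each plate's controls, above about 33%, limit read from the data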
CSN inh: inhibitors of CSN-mediated cullin deneddylation, primary screen, biochemical, fluorescence polarization, uHTS; Purified CSN, SCF-Nedd8-OG deneddylation; inhibition, % at 12.5 µM; hit rate 0.38% among 360,000; AID 651999, 2013;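 active = pattern-corrected inhibition above about 35%, with an unprinted fluorescence ratio check between 0.5 and 1.5, limit read from the data, passing the limit was not always enough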;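 also: 0% = enzyme with substrate and 100% = substrate without enzyme; some results filed as inactive read as strong as hits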
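Assay system: Purified human Csn5 enzyme expressed in HEK293T cells | Amount: Enzyme 0.24 nM | Measured by: Fluorescence polarization readout | Medium: Tris/NaCl/DTT buffer, pH 7.5 | Compound dosing: One concentration, 12.5 µM, 0.25% DMSO | Times: 90 min incubation of compound, enzyme and substrate at room temperature | Control set: no-enzyme wells high, enzyme-with-substrate wells low | Read-out: % inhibition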
STEP inh: STEP phosphatase inhibitors, primary screen, biochemical, fluorescence intensity, uHTS. recombinant STEP, OMFP fluorogenic substrate. hit rate 0.25% among 360,000. Tyrosine-protein phosphatase non-receptor type 5 (Homo sapiens), P54829. inhibition, % at 20 µM. AID 588621, 2011;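 active = inhibition at 20 µM, scaled per plate between control wells, above about 37%, limit read from the data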;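 also: 0% = DMSO with enzyme and substrate and 100% = substrate only without enzyme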
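System: isolated STEP enzyme; schedule: 20 min enzyme reaction at room temperature, protected from light; medium: Bis-Tris buffer pH 6.0, 2.5 mM DTT, 0.005% Tween 20; signal: fluorescence, 480/540 nm; dosing: single compound dose of 20 µM, 1% DMSO final; also added: OMFP substrate, 25 µM final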
TbMetRS inhib: T. brucei MetRS inhibitors, primary screen, biochemical, luminescence; methionyl-tRNA synthetase (Trypanosoma brucei brucei); purified T. brucei MetRS, ATP depletion, Kinase-Glo luminescence; inhibition, % at 11.9 µM; hit rate 0.4% among 360,000; AID 624268, 2012;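 active = inhibition above a per-plate cutoff of the control wells' mean inhibition plus 3 SD, cut at about 5.5% in these data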;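 also: 0% = DMSO wells median and 100% = median of wells with control inhibitor compound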
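assay system = parasite MetRS enzyme | timing = 15 min preincubation, 2 h reaction, all 25 °C | evaluation = percent inhibition relative to median high and low control wells | medium = HEPES buffer containing pyrophosphatase, BSA, spermine, DTT | compound = single dose, 11.9 µM final nominal, 0.9% final DMSO | detection = Kinase-Glo luminescence, ATP depletion format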
PABP1 MLLE inh: inhibitors of PABP1 MLLE–PAM2 peptide binding, primary screen, biochemical, fluorescence polarization, FITC-PAM2, GST-MLLE; Polyadenylate-binding protein 1 (Homo sapiens), P11940; inhibition, % at 20 µM; hit rate 0.36% among 360,000; in the data active = inhibition above about 35%, passing the limit was not always enough;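 also: plate controls were DMSO wells with GST-MLLE for no effect and wells lacking GST-MLLE protein for full effect; some results filed as inactive read as strong as hits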
Target sequence (P11940 whole entry, looked up): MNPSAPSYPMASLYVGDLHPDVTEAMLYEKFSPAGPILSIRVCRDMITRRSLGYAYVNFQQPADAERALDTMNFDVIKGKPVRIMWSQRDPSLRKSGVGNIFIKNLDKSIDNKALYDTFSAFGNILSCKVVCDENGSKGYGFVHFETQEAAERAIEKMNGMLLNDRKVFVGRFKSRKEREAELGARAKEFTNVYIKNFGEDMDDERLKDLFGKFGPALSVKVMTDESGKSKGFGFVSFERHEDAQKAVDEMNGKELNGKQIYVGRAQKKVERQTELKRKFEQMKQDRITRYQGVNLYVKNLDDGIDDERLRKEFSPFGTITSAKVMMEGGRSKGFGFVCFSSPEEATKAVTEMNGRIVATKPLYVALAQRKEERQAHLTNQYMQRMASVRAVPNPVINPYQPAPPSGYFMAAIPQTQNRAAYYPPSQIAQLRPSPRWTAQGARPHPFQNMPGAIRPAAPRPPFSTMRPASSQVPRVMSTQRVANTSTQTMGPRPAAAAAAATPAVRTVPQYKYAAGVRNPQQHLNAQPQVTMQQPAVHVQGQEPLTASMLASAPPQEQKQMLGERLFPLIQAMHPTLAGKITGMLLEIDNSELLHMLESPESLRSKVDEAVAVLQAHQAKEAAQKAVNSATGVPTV
SUMO1-SIM PPI: modulators of SUMO1 protein-protein interactions, primary screen, biochemical, uHTS. hit rate 0.33% among 360,000. Small ubiquitin-related modifier 1 (Homo sapiens), P63165. inhibition, % at 20 µM. SUMO1 binding to a labelled peptide, TR-FRET, 1 h; in the data active = inhibition above about 37%
Target sequence (P63165 whole entry, looked up): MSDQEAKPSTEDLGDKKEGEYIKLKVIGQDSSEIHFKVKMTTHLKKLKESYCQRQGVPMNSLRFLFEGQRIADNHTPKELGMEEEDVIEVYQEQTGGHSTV
NadD block: inhibitors of S. aureus NadD, primary screen, biochemical, colorimetric, uHTS. purified NadD enzyme, colorimetric absorbance read-out. inhibition, % at 20 µM. hit rate 0.78% among 360,000. AID 602399, 2012; in the data active = inhibition above about 26%; also: some compounds past the cut are filed as inactive
Scp1 inh: Scp-1 phosphatase inhibitors, primary screen, biochemical, colorimetric, uHTS | Carboxy-terminal domain RNA polymerase II polypeptide A small phosphatase 1 (Homo … | Recombinant Scp1, phosphopeptide, malachite green phosphate absorbance | inhibition, % at 20 µM | hit rate 0.88% among 340,000;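 active = inhibition above about 50% at 20 µM, limit read from the data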;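 also: plate controls were DMSO wells with enzyme for no effect and wells lacking enzyme for full effect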
Target sequence (Q9GZU7 76-261 limits assumed): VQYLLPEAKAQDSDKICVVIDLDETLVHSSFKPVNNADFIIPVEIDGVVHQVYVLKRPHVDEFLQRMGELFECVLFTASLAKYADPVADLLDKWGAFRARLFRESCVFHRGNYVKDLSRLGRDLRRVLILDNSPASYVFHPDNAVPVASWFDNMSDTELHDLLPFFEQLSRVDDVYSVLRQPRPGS
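Test system: SCP-1 phosphatase catalytic domain, residues 76-261 | Compound dosing: One concentration, 20 µM, with 1.0% DMSO | Schedule: 45 min room-temperature reaction, 5 min colour, 30 min stabiliser | Detection: Absorbance at 630 nm | Read-out basis: % inhibition of SCP-1 phosphate liberation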
* hit, by the source's call; i = inactive; / = not tested or not shown; + = active, no number.

NadD block	CSN inh	PABP1 MLLE inh	Scp1 inh	DNMT1 inh	LMPTP block	TbMetRS inhib	SUMO1-SIM PPI	Rpn11 inh	STEP inh	molecule
-1	0	-13	-1	-9	-0.2	-0.3	0	i	3	COc1ccc(NC(=O)CSc2nnc(C)n2C2CC2)cc1S(=O)(=O)N1CCOCC1
-5	0	8	-2	-1	-2.2	-0.5	3	i	-2	O=C(c1ccncc1)N1CCN(S(=O)(=O)c2ccc(F)cc2)CC1
-4	0	15	3	3	-1.5	0.5	5	i	-2	COC(=O)c1cccc(NC(=O)Cn2cnc3ccccc3c2=O)c1
0	-2	1	-4	-1	-1.1	-0.5	-3	i	-2	O=C(c1ccc2c(c1)OCO2)N1CCN(c2ccccc2F)CC1
3	-1	2	-7	7	-0.6	-0.4	4	i	-3	CC(C)c1ccc(N(C(=O)C(F)(F)F)C(C(=O)NC2CCCCC2)c2ccncc2)cc1 (stereo not drawn)
0	-3	13	4	-2	-0.2	-2.8	1	i	-3	CC(C)[C@H](NC(=O)N1CCn2c1nc1ccccc12)C(=O)N[C@H](Cc1ccccc1)C(=O)O
3	1	7	-6	-6	2.7	-0.1	-5	i	73*	COc1ccc(/C=N/NC(=O)c2nnn(-c3nonc3N)c2CN(C)c2ccccc2)cc1
-6	-6	-5	-15	6	2.9	-0.6	20	i	-2	COc1cccc(/C=C/C(=O)c2ccc(NS(=O)(=O)c3ccc(C)cc3)cc2)c1
2	2	-4	/	3	-0.6	-0.1	0	i	-1	CC1=C(C(=O)N(C)C)CC(CC(=O)NC2CCCCC2)C(=O)N1CCCN1CCCC1=O (stereo not drawn)
0	0	28	-4	-5	0.4	-0.3	3	i	2	CC(=O)NC(=S)Nc1cc(C(F)(F)F)ccc1N1CCOCC1
-3	3	-4	-2	3	2.8	-0.2	-3	i	0	COc1ccc([C@H]2CC(=O)C=C(c3cccc(OC)c3OC)C2)cc1OC
14	0	6	7	5	0.8	-0.5	-1	i	-2	O=C(Cn1nc(C(=O)O)c2ccccc2c1=O)Nc1cccc(S(=O)(=O)N2CCCCCC2)c1
1	-2	-5	-3	2	-0.7	-0.3	-11	i	-4	O=C(CNC(=O)c1ccncc1)N/N=C/c1ccc(Br)cc1
-1	-5	11	-15	-7	3.3	-0.7	-1	i	-3	CCOC(=O)c1ccc(NC(=O)CCc2nc(-c3ccc(C)cc3)no2)cc1
-2	0	4	-7	-3	-9.9	-0.4	-29	i	-4	CC(NC(=O)c1cccc(S(=O)(=O)N(C)c2ccccc2)c1)c1cccnc1 (stereo not drawn)

Full records, looked up by structure. Values in the order: NadD block	CSN inh	PABP1 MLLE inh	Scp1 inh	DNMT1 inh	LMPTP block	TbMetRS inhib	SUMO1-SIM PPI	Rpn11 inh	STEP inh
Results for `CC(=O)NC(=S)Nc1cc(C(F)(F)F)ccc1N1CCOCC1` = 0	0	28	-4	-5	0.4	-0.3	3	i	2
Results for `O=C(Cn1nc(C(=O)O)c2ccccc2c1=O)Nc1cccc(S(=O)(=O)N2CCCCCC2)c1` = 14	0	6	7	5	0.8	-0.5	-1	i	-2

Next compounds:
NadD block	CSN inh	PABP1 MLLE inh	Scp1 inh	DNMT1 inh	LMPTP block	TbMetRS inhib	SUMO1-SIM PPI	Rpn11 inh	STEP inh	molecule
1	-7	28	-2	-2	3.7	0.7	0	i	6	CCOC(=O)c1c(NC(=O)CCC(=O)O)sc2c1CCCCC2
13	4	-11	-4	-2	2.2	-0.7	-6	i	2	Cc1sc(NC(=O)/C=C/c2ccc3c(c2)OCO3)nc1-c1ccccc1
9	12	-10	/	93*	58*	0.7	-22	+	50*	C[C@@H](NC(=O)c1ncn2c1c(=O)[nH]c1ccc(Br)cc12)c1ccccc1
-1	6	-10	11	2	-0.8	-0.4	-2	i	-1	COc1ccc(CCN2CC(C(=O)NCCCn3nc(C)cc3C)CCC2=O)cc1 (stereo not drawn)
1	0	-13	-4	10	-1.7	-1.1	-1	i	-2	CN(c1ccc(C(=O)Nc2ccc3c(c2)OCO3)cc1)S(C)(=O)=O
-2	7	-22	-9	-3	-1.7	0.1	-3	i	-7	CN1CCCN(Cc2nc(-c3cccc(C(F)(F)F)c3)no2)CC1
-5	-4	4	-1	2	-3.5	0.0	5	i	-1	CCOc1cc(C(=S)N2CCN(C)CC2)ccc1OCC(=O)N1CCOCC1
5	5	-15	1	-4	0.9	-0.9	-17	i	-2	Nc1nc2ccc([N+](=O)[O-])c(N)c2s1
-1	0	-5	-2	0	-1.0	-0.4	2	i	-1	CC(C)CC(=O)Nc1ccnn1C1CCN(C(=O)c2ccccc2F)CC1
-5	5	-6	-9	-2	-0.3	0.3	4	i	0	Cc1ccc(CNC(=O)CCS(=O)(=O)c2ccc3c(c2)NC(=O)CS3)cc1
-2	5	-10	-5	-2	0.3	0.1	-1	i	-2	COC(=O)c1cc(NC(=O)c2ccoc2C)cc(C(=O)OC)c1
-3	2	-1	2	29	1.5	-0.6	2	i	2	CC(C)(C)c1ccc(OCC(=O)N(c2ccccn2)C2CCCCC2)cc1
7	5	-9	-1	1	-0.3	-1.5	0	i	-2	Nc1nonc1C(=Nc1ccccc1)NO
15	-6	-53	18	22	2.3	-0.5	-5	i	-3	CCn1c(SCC(=O)c2ccc3c(c2)Cc2ccccc2-3)nnc1-c1ccc(N)cc1
3	-9	-15	4	0	-1.5	-0.3	-4	i	-2	C/C(=N\NC(=O)c1cccc(S(=O)(=O)N2CCOCC2)c1)c1ccc(OC(F)F)cc1
3	-2	2	5	-10	-1.5	0.2	-1	i	1	Cc1ccc(C2C(C#N)=C(N)Oc3n[nH]c(C)c32)cc1 (stereo not drawn)
-5	0	-4	-11	0	-0.1	0.5	-2	i	-1	COc1ccccc1CNC(=O)c1cc(C(=O)CC(C)C)c[nH]1
1	0	2	-4	5	-0.1	-0.3	1	i	0	COc1ccc(NC(=O)N(C)C[C@H]2Oc3c(NS(=O)(=O)c4ccc(F)cc4)cccc3C(=O)N([C@H](C)CO)C[C@@H]2C)cc1
1	-1	9	/	-1	2.1	-0.3	-5	i	2	COC(=O)c1c(NC(=O)COC(=O)CNC(=O)c2cccc(OC(F)F)c2)sc(C)c1C
2	6	-4	0	0	-0.9	-0.3	2	i	-2	CCn1c(CN2CCOCC2)nnc1SCC(=O)Nc1ccc(C(C)=O)cc1
-4	6	-20	-3	-1	-1.4	0.1	-10	i	1	Cc1ccc(-n2nnnc2SCn2nnc3ccccc3c2=O)cc1
16	-2	45*	-15	-22	6.2	-0.6	-23	i	-2	Cc1cc2cc(CNC(=O)c3cccc([N+](=O)[O-])c3)ccc2[nH]1
-3	0	-3	-3	0	-0.8	-0.1	1	i	-2	COc1ccc(C2C(=O)N(C3CCCCC3)CC(=O)N2CCc2ccccc2)cc1OC (stereo not drawn)
-4	5	-5	-4	1	-2.6	-0.1	-14	i	1	CC1(C)Cc2nc3sc(C(N)=O)c(N)c3cc2CO1
1	-3	9	-3	1	-1.5	0.0	0	i	1	COCCn1nnnc1C(c1cccs1)N1CCN(c2ccccc2)CC1 (stereo not drawn)
11	-6	23	22	-6	3.0	-0.6	-14	i	6	CCN(CC)c1ccc(N2C(=O)/C(=C\c3cccnc3)SC2=S)cc1
-10	-1	4	-6	-6	1.7	0.0	3	i	4	CC[C@@H](C(=O)n1nc(C)cc1C)[C@H](NS(=O)(=O)c1ccc(C)cc1)c1ccccc1
-5	-1	5	11	7	-1.0	-0.5	-4	i	-3	CCCCNC(=O)NNC(=O)COc1cccc(C)c1C
-8	1	15	-12	3	-4.4	-1.2	0	i	3	Cc1ccccc1C(=O)c1c[nH]c(C(=O)NCCCn2ccnc2)c1
-4	-6	12	7	1	-1.5	-0.5	1	i	-2	CC12CCC3(CC1CCC1OC12)OCCO3 (stereo not drawn)
9	-3	-31	-5	-4	6.4	-0.3	3	i	5	COCCCn1c(SCc2nnc(-c3ccccc3)o2)nc2sc3c(c2c1=O)CCC3
-4	2	6	-4	3	-1.9	0.5	4	i	1	O=C(O)C1CC(=O)N(c2ccc(Br)cc2)C1 (stereo not drawn)

Structures above marked active in DNMT1 inh.
NadD block	CSN inh	PABP1 MLLE inh	Scp1 inh	DNMT1 inh	LMPTP block	TbMetRS inhib	SUMO1-SIM PPI	Rpn11 inh	STEP inh	molecule
9	12	-10	/	93*	58*	0.7	-22	+	50*	C[C@@H](NC(=O)c1ncn2c1c(=O)[nH]c1ccc(Br)cc12)c1ccccc1
